GPR151 activ = human GPR151 activation; Q8TDV0; PathHunter beta-arrestin GPR151 cells, luminescence; activation, % at 11.2 µM; 1% of 650,000 active; in the data active means activation above about 4.9%;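 further: 0% = median of compound wells and 100% = cells with positive control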
Target sequence (Q8TDV0 whole entry, looked up): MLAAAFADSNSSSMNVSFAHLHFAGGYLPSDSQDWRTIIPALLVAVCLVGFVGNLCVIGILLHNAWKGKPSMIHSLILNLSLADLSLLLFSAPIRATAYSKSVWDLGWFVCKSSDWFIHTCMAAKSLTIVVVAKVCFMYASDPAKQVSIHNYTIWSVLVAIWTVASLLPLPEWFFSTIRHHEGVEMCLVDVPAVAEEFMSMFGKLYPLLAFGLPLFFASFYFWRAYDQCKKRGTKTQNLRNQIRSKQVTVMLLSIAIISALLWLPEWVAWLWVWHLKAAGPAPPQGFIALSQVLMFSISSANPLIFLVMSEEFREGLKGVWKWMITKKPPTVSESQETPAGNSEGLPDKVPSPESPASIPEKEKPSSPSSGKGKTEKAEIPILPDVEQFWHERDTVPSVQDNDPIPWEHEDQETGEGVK
FBW7 act = activators of human E3 ligase FBW7; AlphaScreen FBW7–phospho-cyclin E peptide binding, activator screen; normalized activity (activation), % at 26.1 µM; 0.13% of 650,000 active; AID 1259310; in the data active means normalized activity above about 1.9%;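 further: purified mutant Fbw7 with reduced substrate affinity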
MITF inh = human MITF inhibition, primary screen; O75030; AlphaScreen MITF homodimerization, bead proximity signal; inhibition, % at 2.6 µM; 0.91% of 650,000 active; AID 1259374; in the data active means inhibition above about 50%;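 further: 0% = vehicle wells with protein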
Target sequence (O75030 whole entry, looked up): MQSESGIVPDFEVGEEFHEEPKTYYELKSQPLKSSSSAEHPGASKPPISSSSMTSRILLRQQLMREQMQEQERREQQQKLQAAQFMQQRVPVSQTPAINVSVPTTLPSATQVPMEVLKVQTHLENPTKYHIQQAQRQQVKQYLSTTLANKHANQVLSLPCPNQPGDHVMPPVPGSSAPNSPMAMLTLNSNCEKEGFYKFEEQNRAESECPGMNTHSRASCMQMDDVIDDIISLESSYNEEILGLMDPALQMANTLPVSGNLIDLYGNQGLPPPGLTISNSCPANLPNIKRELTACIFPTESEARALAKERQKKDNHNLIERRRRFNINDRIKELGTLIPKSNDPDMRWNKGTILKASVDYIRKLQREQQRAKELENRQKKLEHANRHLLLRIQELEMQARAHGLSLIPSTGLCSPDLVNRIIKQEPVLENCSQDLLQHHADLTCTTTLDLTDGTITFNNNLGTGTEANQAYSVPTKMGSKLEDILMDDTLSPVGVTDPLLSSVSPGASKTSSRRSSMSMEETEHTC
TEAD-YAP block = TEAD-YAP interaction inhibition; HEK-TIYL cells, TEAD-Gal4/YAP UAS-luciferase luminescence; inhibition, % at 9.12 µM; 1.4% of 640,000 active; AID 1259422; in the data active means inhibition above about 32%;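 further: 0% = median of test compound wells and 100% = reference inhibitor wells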
Starred values were filed as active, the others as inactive.

Nn1c(SCc2ccccc2)nnc1-c1ccccc1 was read as GPR151 activ 0.0, FBW7 act 0.1, MITF inh -1 and TEAD-YAP block -29.
For COc1cc(/C=C(\C#N)C(=O)NC(C)C)cc(OC)c1OC the results were GPR151 activ 0.0, FBW7 act 0.3, MITF inh -2 and TEAD-YAP block -5.
Screening Cc1c(CNCc2cccs2)c(C(=O)O)c(C)n1Cc1ccccc1 returned GPR151 activ -1.9, FBW7 act 0.1, MITF inh 1 and TEAD-YAP block 0.
O=C(Cc1cn(-c2ccc(Nc3nccc4ccccc34)nn2)c2ccccc12)NC1CCN(Cc2ccccc2)CC1 was read as GPR151 activ -0.6, FBW7 act -0.3, MITF inh 14 and TEAD-YAP block 2.
Screening O=C(NC1CCCCC1)c1nc2ncccn2n1 returned GPR151 activ 0.7, FBW7 act 0.1, MITF inh 0 and TEAD-YAP block 12.
COc1cccc(CNC(=O)c2ccc(NC3=NC4CS(=O)(=O)CC4S3)cc2)c1 (stereo not given) was read as GPR151 activ 0.7, FBW7 act -0.1, MITF inh 3 and TEAD-YAP block 5.
OCCNC1CCCc2c1[nH]c1ccc(Br)cc21 (stereo not given) was read as GPR151 activ -0.1, FBW7 act 0.0, MITF inh -14 and TEAD-YAP block 6.
Screening Clc1ccc(Nc2ncnc3nc[nH]c23)cc1 returned GPR151 activ -1.5, FBW7 act 0.1, MITF inh -16 and TEAD-YAP block -28.
`CCn1c(SCC(=O)Nc2ccc(Cl)c(C(=O)OC)c2)nnc1-c1ccccc1O` gave GPR151 activ 0.7, FBW7 act 0.1, MITF inh -3 and TEAD-YAP block 27.
`CC1CN(c2nc3c(c(=O)[nH]2)CCN(CC2CCCCC2)C3)CC(C)O1` (stereo not given) gave GPR151 activ 0.8, FBW7 act -0.2, MITF inh -7 and TEAD-YAP block -6.
COc1ccc(C(=O)ON2C(=O)CCC2=O)cc1Br was read as GPR151 activ 3.6, FBW7 act 0.0, MITF inh 14 and TEAD-YAP block -3.
For Cc1cc(C)c(C#N)c(Nc2ccc(Cl)cc2)n1 the results were GPR151 activ -0.1, FBW7 act 0.1, MITF inh -3 and TEAD-YAP block 0.
CC(C)(C)C(=O)NC1CCN(CC(=O)Nc2ccccc2F)CC1 was read as GPR151 activ -0.5, FBW7 act 0.3, MITF inh 28 and TEAD-YAP block 1.
`CC(C)(C)C(=O)COC(=O)c1ccc(S(=O)(=O)Nc2ccccc2)cc1` gave GPR151 activ 2.6, FBW7 act -0.2, MITF inh 1 and TEAD-YAP block -1.
`Cc1ccc2nc(-c3ccc(NC(=O)CCN4C(=O)c5ccccc5C4=O)cc3)[nH]c2c1` gave GPR151 activ 0.0, FBW7 act 0.0, MITF inh -2 and TEAD-YAP block -8.
CCOC(=O)/C(=N\Nc1cccc(C)c1)c1cn2ccccc2n1 was read as GPR151 activ 0.8, FBW7 act 0.0, MITF inh -11 and TEAD-YAP block -8.
CCn1c(SCC(=O)Nc2ccc(C(=O)O)cc2)nnc1-c1ccc(OC)cc1 was read as GPR151 activ 0.3, FBW7 act -0.1, MITF inh 12 and TEAD-YAP block -3.
Screening Nc1ccccc1NC(=O)CCn1c(=S)[nH]c2ccccc2c1=O returned GPR151 activ 1.3, FBW7 act 0.0, MITF inh 6 and TEAD-YAP block -6.
Screening Cc1ccc(OCC(=O)Nc2cccc(-c3nc4ccccc4o3)c2)cc1 returned GPR151 activ -0.4, FBW7 act 0.2, MITF inh 5 and TEAD-YAP block 2.
CCOC(=O)c1c(/N=c2\oc3ccccc3cc2C(=O)Nc2ccc(OC)cc2)sc2c1CCCC2 was read as GPR151 activ 2.0, FBW7 act 0.2, MITF inh 2 and TEAD-YAP block -15.
Screening COc1ccccc1-c1nnc2sc(-c3ccccc3)nn12 returned GPR151 activ 0.9, FBW7 act -0.3, MITF inh 2 and TEAD-YAP block 7.
Screening O=C(CN(Cc1ccccc1Cl)C(=O)c1csnn1)NCCc1ccccc1 returned GPR151 activ 2.2, FBW7 act -0.1, MITF inh -10 and TEAD-YAP block 6.
For NC(=O)c1ccc[n+](CC(=O)OCCC23CC4CC(CC(C4)C2)C3)c1 the results were GPR151 activ -0.4, FBW7 act -0.2, MITF inh -1 and TEAD-YAP block -4.
`COc1ccc(C(=O)Oc2cc(C)cc(OC(=O)c3ccc(OC)c(OC)c3)c2)cc1OC` gave GPR151 activ -0.2, FBW7 act -0.1, MITF inh -1 and TEAD-YAP block -2.
`CC(=O)n1cc(/C=c2/sc3nc4ccccc4n3c2=O)c(-c2ccccc2)n1` gave GPR151 activ -0.4, FBW7 act 0.0, MITF inh 8 and TEAD-YAP block 13.
`COc1cc(/C=C/C(=O)Nc2ccc(C(C)=O)cc2)ccc1OCC#N` gave GPR151 activ 0.9, FBW7 act 0.6, MITF inh -10 and TEAD-YAP block 8.
Cc1ccc(Cl)cc1-n1c(SCC(=O)NCC2CCCO2)nc2n[nH]c(C)c2c1=N (stereo not given) was read as GPR151 activ -0.6, FBW7 act 0.0, MITF inh 1 and TEAD-YAP block -6.
Screening Cc1noc(C)c1CCC(=O)NCCn1nnn(-c2ccccc2)c1=O returned GPR151 activ -1.6, FBW7 act 0.0, MITF inh 9 and TEAD-YAP block 2.
For CCn1cc(C(=O)Nc2cccc3ccc(OC)nc23)c(=O)c2ccc(C)nc21 the results were GPR151 activ 0.4, FBW7 act -0.2, MITF inh 2 and TEAD-YAP block -2.
COc1ccc(N2CCN(C(=O)c3cccnc3SCc3ccc(Br)cc3)CC2)cc1 was read as GPR151 activ 0.5, FBW7 act -0.1, MITF inh 1 and TEAD-YAP block -8.
Cc1c(C(=O)Nc2nnc(C(C)(C)C)s2)cccc1[N+](=O)[O-] was read as GPR151 activ -0.8, FBW7 act 0.0, MITF inh 12 and TEAD-YAP block 3.
For CCOC(=O)C1CCN(C(=O)COc2ccc([N+](=O)[O-])cc2)CC1 the results were GPR151 activ 0.0, FBW7 act 0.1, MITF inh -7 and TEAD-YAP block 4.
Screening C=CCN(CC=C)S(=O)(=O)c1ccc(C(=O)Nc2c(C(N)=O)oc3ccccc23)cc1 returned GPR151 activ 0.2, FBW7 act 0.1, MITF inh 18 and TEAD-YAP block 2.
`CCS(=O)(=O)c1ccc2oc(SCc3cn4cccnc4n3)nc2c1` gave GPR151 activ 1.4, FBW7 act 0.1, MITF inh 14 and TEAD-YAP block 5.
Screening Cc1ccc(OCCCCN2CCNCC2)cc1C returned GPR151 activ -0.3, FBW7 act -0.4, MITF inh 30 and TEAD-YAP block -20.
For COc1ccc(C(=O)NC(=S)Nc2ccc(N(C)C)cc2)cc1[N+](=O)[O-] the results were GPR151 activ 0.0, FBW7 act -0.2, MITF inh -8 and TEAD-YAP block -16.
Screening CCOc1cc(/C=c2\sc3nc(=O)c(Cc4ccccc4)nn3c2=O)ccc1OC(C)=O returned GPR151 activ 0.0, FBW7 act 0.1, MITF inh -2 and TEAD-YAP block -4.
For O=C(Nc1ccc(Br)c2cccnc12)c1ccccc1[N+](=O)[O-] the results were GPR151 activ -1.1, FBW7 act 0.0, MITF inh 31 and TEAD-YAP block -6.
`COC1([N+](=O)[O-])N=CN(c2ccncc2)C=C1I` (stereo not given) gave GPR151 activ 1.5, FBW7 act 0.1, MITF inh 7 and TEAD-YAP block -4.
For O=C(/C=C/c1ccccc1Cl)N(Cc1ccccn1)c1nc2ccccc2s1 the results were GPR151 activ -0.7, FBW7 act 0.1, MITF inh 16 and TEAD-YAP block 4.
Screening O=C(Cn1nnnc1CN1CCCCCC1)N1CCOCC1 returned GPR151 activ -0.6, FBW7 act 0.1, MITF inh 14 and TEAD-YAP block 5.
For O=C(N/N=C/C(Br)=C\c1ccccc1)c1n[nH]c2c1CCC2 the results were GPR151 activ -0.9, FBW7 act -0.1, MITF inh -1 and TEAD-YAP block -15.
For CCOc1ccccc1C1C(C(N)=O)=C(C)Nc2nc(-c3cccc(Cl)c3)nn21 (stereo not given) the results were GPR151 activ -0.7, FBW7 act 0.0, MITF inh 19 and TEAD-YAP block 0.
COc1ccc(C2N=C(c3ccc4c(c3)OCO4)CC(c3cc(Br)ccc3O)N2)cc1Br (stereo not given) was read as GPR151 activ 0.1, FBW7 act 0.1, MITF inh -4 and TEAD-YAP block 11.
`CCOC(=O)c1ccc(NC(=S)NCCc2ccc(OC)c(OC)c2)cc1` gave GPR151 activ 2.3, FBW7 act -0.1, MITF inh -1 and TEAD-YAP block 0.
COCCCN1CN(S(=O)(=O)c2cccc(Cl)c2)c2nc3ccccc3nc21 was read as GPR151 activ -0.7, FBW7 act -0.3, MITF inh 2 and TEAD-YAP block -6.
For Cc1ccc(C)c(Cn2c(C)c(CNC3CCC(C)CC3)c(C(=O)O)c2C)c1 (stereo not given) the results were GPR151 activ -0.5, FBW7 act 0.7, MITF inh 30 and TEAD-YAP block 5.
COc1ccc(/C=N\NC(=O)C(=O)NCc2ccc3c(c2)OCO3)cc1OC was read as GPR151 activ 4.7, FBW7 act -0.1, MITF inh -10 and TEAD-YAP block -5.
COc1ccc(NC(=O)CN(Cc2ccccc2)S(=O)(=O)c2ccccc2)cc1 was read as GPR151 activ 1.0, FBW7 act 0.1, MITF inh 5 and TEAD-YAP block 0.
`Cc1ccc(-n2c(=O)c(C#N)cc3c(=O)n4cccc(C)c4nc32)cc1[N+](=O)[O-]` gave GPR151 activ -1.0, FBW7 act -0.2, MITF inh 0 and TEAD-YAP block -4.

Of the compounds above, these have two or more sulfur atoms:
COc1cccc(CNC(=O)c2ccc(NC3=NC4CS(=O)(=O)CC4S3)cc2)c1 (stereo not given) was read as GPR151 activ 0.7, FBW7 act -0.1, MITF inh 3 and TEAD-YAP block 5.
`CCS(=O)(=O)c1ccc2oc(SCc3cn4cccnc4n3)nc2c1` gave GPR151 activ 1.4, FBW7 act 0.1, MITF inh 14 and TEAD-YAP block 5.

Later entries.
Cc1ccc(C(=O)Nc2ccc(S(=O)(=O)N(C)C)cc2)cc1I was read as GPR151 activ 1.5, FBW7 act 0.2, MITF inh 13 and TEAD-YAP block -14.
`Cc1ccccc1OCc1nnc(SCCN2CCCC2)n1C` gave GPR151 activ 0.3, FBW7 act 0.4, MITF inh -7 and TEAD-YAP block 3.
For CCn1c(SCC(=O)C(C)(C)C)nnc1-c1cccnc1 the results were GPR151 activ 0.5, FBW7 act 0.2, MITF inh 4 and TEAD-YAP block 11.
For COc1ccc2c(c1)C[C@H](C(=O)Nc1ccc(-c3cn[nH]c3)cc1OC1CCOC1)NC2 (stereo not given in full) the results were GPR151 activ -1.2, FBW7 act 0.2, MITF inh -9 and TEAD-YAP block 12.
For Cc1[nH]c2ccccc2c1/C=C/c1nc2ccccc2c(=O)n1C the results were GPR151 activ 1.3, FBW7 act 0.0, MITF inh 1 and TEAD-YAP block -51.
For O=C(NC1CC1)c1ccc(-c2ncc(C(=O)Nc3ccccc3)s2)cc1 the results were GPR151 activ -1.8, FBW7 act 0.1, MITF inh 4 and TEAD-YAP block -3.
COc1ccc(Cl)cc1NC(=O)CN1CCCC(COCc2ccccc2)C1 (stereo not given) was read as GPR151 activ -0.9, FBW7 act 0.3, MITF inh 42 and TEAD-YAP block -4.
`CCN(CC)CCn1c(-c2ccc(C)cc2)nc(=S)c2c1CC(C)(C)OC2` gave GPR151 activ -0.4, FBW7 act -0.1, MITF inh -9 and TEAD-YAP block -5.
Screening CCOc1ccc(/C=N/NC(=O)c2ccccc2[N+](=O)[O-])cc1 returned GPR151 activ -0.5, FBW7 act 0.0, MITF inh 5 and TEAD-YAP block -2.
Screening O=C1CSC(c2ccc(F)cc2)N1c1ccc(Cl)c(Cl)c1 (stereo not given) returned GPR151 activ -0.3, FBW7 act -0.1, MITF inh -1 and TEAD-YAP block -13.
`Cc1cc(C(=O)CSc2nnnn2C)c(C)n1Cc1ccccc1Cl` gave GPR151 activ -0.3, FBW7 act -0.1, MITF inh -1 and TEAD-YAP block -46.
Screening CCN(CC)S(=O)(=O)c1cc([N+](=O)[O-])ccc1N/N=C/c1ccccc1F returned GPR151 activ 1.5, FBW7 act 0.1, MITF inh 15 and TEAD-YAP block 5.
CN(C)CCCNCC1COC2(CCCC2)O1 (stereo not given) was read as GPR151 activ 0.9, FBW7 act 0.7, MITF inh 9 and TEAD-YAP block -1.

Pulled one by one from the entries so far:
Screening CCOc1ccc(/C=N/NC(=O)c2ccccc2[N+](=O)[O-])cc1 returned GPR151 activ -0.5, FBW7 act 0.0, MITF inh 5 and TEAD-YAP block -2.
`CCN(CC)CCn1c(-c2ccc(C)cc2)nc(=S)c2c1CC(C)(C)OC2` gave GPR151 activ -0.4, FBW7 act -0.1, MITF inh -9 and TEAD-YAP block -5.
For CCn1c(SCC(=O)C(C)(C)C)nnc1-c1cccnc1 the results were GPR151 activ 0.5, FBW7 act 0.2, MITF inh 4 and TEAD-YAP block 11.
`Cc1ccccc1OCc1nnc(SCCN2CCCC2)n1C` gave GPR151 activ 0.3, FBW7 act 0.4, MITF inh -7 and TEAD-YAP block 3.
Screening O=C1CSC(c2ccc(F)cc2)N1c1ccc(Cl)c(Cl)c1 (stereo not given) returned GPR151 activ -0.3, FBW7 act -0.1, MITF inh -1 and TEAD-YAP block -13.
For O=C(NC1CC1)c1ccc(-c2ncc(C(=O)Nc3ccccc3)s2)cc1 the results were GPR151 activ -1.8, FBW7 act 0.1, MITF inh 4 and TEAD-YAP block -3.
For Cc1[nH]c2ccccc2c1/C=C/c1nc2ccccc2c(=O)n1C the results were GPR151 activ 1.3, FBW7 act 0.0, MITF inh 1 and TEAD-YAP block -51.
